# TcdB GH inh = inhibitors of Clostridioides difficile toxin B glycohydrolase; inhibition, % at 9.99 µM; TcdB glycohydrolase enzymatic assay, plate reader; AID 652162; 350,000 compounds, 0.24% hits; in the data active = inhibition above about 10%
# An asterisk follows results filed as active.
SMILES,TcdB GH inh
COc1ccc(S(=O)(=O)Nc2ccc3c(c2)CC(=O)N([C@H](C)CO)C[C@H](C)[C@H](CN(C)Cc2ccc(C(=O)O)cc2)O3)cc1,-0.9
CO[C@H]1CN(C)C(=O)c2ccc(NC(=O)C3CC3)cc2OC[C@H](C)N(C(=O)c2cnccn2)C[C@H]1C,0.7
COc1ccc(NC(=O)N(C)C[C@@H]2OCCCC[C@H](C)Oc3ccc(NC(=O)Nc4ccc5c(c4)OCO5)cc3C(=O)N([C@@H](C)CO)C[C@H]2C)cc1,-1.7
C[C@H](NC(=O)C[C@@H]1C=C[C@H](NC(=O)CN2CCOCC2)[C@@H](CO)O1)c1ccccc1,1.1
CC(C)CC#Cc1ccc([C@H]2[C@@H](CO)N3C(=O)CN(C(=O)CN4CCOCC4)C[C@@H]23)cc1,0.5
O=C(C[C@@H]1CC[C@@H]2[C@H](COC[C@H](O)CN2C(=O)c2ccccc2)O1)N1CCc2ccccc2C1,-1.3
C[C@@H]1CCCCO[C@H](CN(C)C(=O)Cc2ccccc2)[C@H](C)CN([C@@H](C)CO)C(=O)c2cc(NS(=O)(=O)c3cn(C)cn3)ccc2O1,-1.2
CO[C@@H]1CN(C)C(=O)c2ccc(NC(=O)Nc3ccccc3F)cc2OC[C@@H](C)N(CCC(F)(F)F)C[C@H]1C,-1.1
C[C@@H](O)C#Cc1ccc([C@H]2[C@@H](CO)N3CCCCN(C(=O)Nc4ccccc4)C[C@H]23)cc1,-2.5
COCC(=O)Nc1ccc2c(c1)[C@H]1C[C@H](CC(=O)NCc3ccccc3)O[C@@H](CO)[C@H]1O2,0.0

# The final five records of the section above open the next one.
SMILES,TcdB GH inh
O=C(C[C@@H]1CC[C@@H]2[C@H](COC[C@H](O)CN2C(=O)c2ccccc2)O1)N1CCc2ccccc2C1,-1.3
C[C@@H]1CCCCO[C@H](CN(C)C(=O)Cc2ccccc2)[C@H](C)CN([C@@H](C)CO)C(=O)c2cc(NS(=O)(=O)c3cn(C)cn3)ccc2O1,-1.2
CO[C@@H]1CN(C)C(=O)c2ccc(NC(=O)Nc3ccccc3F)cc2OC[C@@H](C)N(CCC(F)(F)F)C[C@H]1C,-1.1
C[C@@H](O)C#Cc1ccc([C@H]2[C@@H](CO)N3CCCCN(C(=O)Nc4ccccc4)C[C@H]23)cc1,-2.5
COCC(=O)Nc1ccc2c(c1)[C@H]1C[C@H](CC(=O)NCc3ccccc3)O[C@@H](CO)[C@H]1O2,0.0
O=C(N[C@@H]1CC[C@@H](CCNS(=O)(=O)c2ccc(F)cc2)O[C@H]1CO)c1cccnc1,-1.9
Cc1ccc(-c2cnc3c(c2)C(=O)N([C@H](C)CO)C[C@H](C)[C@@H](CN(C)C(=O)c2cccnc2)O3)cc1,0.0
Cc1noc(C)c1NC(=O)Nc1ccc2c(c1)C(=O)N([C@@H](C)CO)C[C@H](C)[C@@H](CN(C)Cc1ccc(C(=O)O)cc1)O2,0.3
Cc1noc(C)c1NC(=O)Nc1ccc2c(c1)CC(=O)N([C@H](C)CO)C[C@@H](C)[C@H](CN(C)Cc1ccc(C(F)(F)F)cc1)O2,-2.0
CCCNC(=O)N[C@H]1CC[C@@H](CCn2cc(C3CCCCC3)nn2)O[C@H]1CO,-1.1
O=C(c1cccnc1)N1C[C@H]2[C@@H](c3ccccc31)[C@H](CO)N2C(=O)Nc1cccc(F)c1,-0.3
O=C(O)C[C@H]1C[C@H]2c3cc(NC(=O)NC4CCCCC4)ccc3O[C@H]2[C@H](CO)O1,-0.5
COc1ccc(NC(=O)Nc2ccc3c(c2)C(=O)N([C@@H](C)CO)C[C@@H](C)[C@@H](CN(C)C(=O)Nc2c(C)noc2C)OCCCC[C@@H](C)O3)cc1,0.6
CC(C)C(=O)Nc1ccc2c(c1)C(=O)N(C)[C@@H]1CC[C@H](CC(=O)NCCCN(C)C)O[C@H]1CO2,-1.7
O=C(C[C@@H]1C[C@H]2c3cc(NC(=O)Nc4ccccc4F)ccc3O[C@H]2[C@H](CO)O1)NC1CCCCC1,0.5
CN1C(=O)c2cc(NC(=O)C3CC3)ccc2OC[C@H]2O[C@@H](CC(=O)O)CC[C@H]21,0.9
C/C=C/c1ccccc1[C@H]1[C@@H](C#N)N(c2ncc(CC)s2)[C@@H]1CO,0.2
O=C(C[C@H]1CC[C@@H]2[C@H](COC[C@@H](O)CN2Cc2ccc(F)cc2)O1)NCc1ccncn1,0.3
C[C@@H]1CN([C@H](C)CO)S(=O)(=O)c2ccc(C#Cc3cccc(F)c3)cc2O[C@@H]1CN(C)S(=O)(=O)c1cn(C)cn1,-0.6
COc1ccc(S(=O)(=O)N(C)C[C@@H]2Oc3ccc(NC(=O)Nc4ccc(C(F)(F)F)cc4)cc3CC(=O)N([C@@H](C)CO)C[C@H]2C)cc1,0.4
COc1cccc(S(=O)(=O)N[C@@H]2CC[C@@H](CC(=O)NCc3ccc(Cl)cc3)O[C@H]2CO)c1,0.9
Cc1ccccc1S(=O)(=O)NCC[C@@H]1CC[C@H](NC(=O)Nc2cccc(F)c2)[C@H](CO)O1,0.8
COc1ccc(NC(=O)N(C)C[C@H]2Oc3c(NC(=O)C4CCOCC4)cccc3C(=O)N([C@H](C)CO)C[C@H]2C)cc1,0.9
CC(C)NC(=O)N(C)C[C@@H]1OCCCC[C@@H](C)Oc2ccc(NS(=O)(=O)c3ccc(Cl)cc3)cc2C(=O)N([C@H](C)CO)C[C@H]1C,-1.0
O=C(C[C@H]1CC[C@H](NC(=O)C2CCC2)[C@@H](CO)O1)NCc1ccccc1Cl,0.0

# Entries listed so far with a COOH group (four):
SMILES,TcdB GH inh
COc1ccc(S(=O)(=O)Nc2ccc3c(c2)CC(=O)N([C@H](C)CO)C[C@H](C)[C@H](CN(C)Cc2ccc(C(=O)O)cc2)O3)cc1,-0.9
Cc1noc(C)c1NC(=O)Nc1ccc2c(c1)C(=O)N([C@@H](C)CO)C[C@H](C)[C@@H](CN(C)Cc1ccc(C(=O)O)cc1)O2,0.3
O=C(O)C[C@H]1C[C@H]2c3cc(NC(=O)NC4CCCCC4)ccc3O[C@H]2[C@H](CO)O1,-0.5
CN1C(=O)c2cc(NC(=O)C3CC3)ccc2OC[C@H]2O[C@@H](CC(=O)O)CC[C@H]21,0.9

# Next part
SMILES,TcdB GH inh
O=C(C[C@@H]1C=C[C@@H](NC(=O)CC2CC2)[C@H](CO)O1)NCc1ccc(-c2ccccc2)cc1,-0.1
O=C(C[C@@H]1C[C@H]2c3cc(NC(=O)C4CCC4)ccc3O[C@H]2[C@H](CO)O1)NCC1CC1,-1.1
C[C@@H]1CCCCO[C@@H](CN(C)Cc2ccc(C(F)(F)F)cc2)[C@@H](C)CN([C@@H](C)CO)C(=O)c2cc(NS(=O)(=O)c3ccc(F)cc3)ccc2O1,-0.9
C[C@@H]1CCCCO[C@@H](CN(C)C(=O)NC2CCCCC2)[C@@H](C)CN([C@@H](C)CO)C(=O)c2cc(NS(=O)(=O)c3ccc(Cl)cc3)ccc2O1,0.2
C[C@H]1CN([C@@H](C)CO)C(=O)c2cccc(NS(=O)(=O)c3ccc(F)cc3)c2O[C@@H]1CN(C)C(=O)Nc1ccc(C(F)(F)F)cc1,2.4
CCCNC(=O)N1CC2(C1)[C@H](c1ccccc1)[C@@H](CO)N2C(=O)C1CCCC1,-0.3
COCC(=O)N1CC2(C1)CN(C(=O)NC1CCCC1)[C@H](CO)c1c2c2ccc(OC)cc2n1C,0.9
C[C@@H]1CCCCO[C@@H](CN(C)Cc2ccc(C(F)(F)F)cc2)[C@@H](C)CN([C@H](C)CO)C(=O)c2cc(NC(=O)c3ccccc3)ccc2O1,0.9
CCC(=O)Nc1ccc2c(c1)C(=O)N(C)C[C@@H](OC)[C@H](C)CN(C(=O)c1ccc(F)cc1)[C@@H](C)CO2,-0.8
O=C(CC1CC1)N1CC2(C1)[C@H](c1ccccc1)[C@@H](CO)N2CC1CCOCC1,0.7
N#C[C@H]1[C@H](c2ccccc2)[C@H](CO)N1C(=O)c1ccccc1F,1.5
C[C@@H]1CN([C@@H](C)CO)C(=O)c2cc(NC(=O)Nc3ccc(F)cc3)ccc2O[C@@H](C)CCCCO[C@@H]1CN(C)CC1CCCCC1,-2.5
CO[C@H]1CN(C)C(=O)c2ccc(NC(=O)Nc3cccc(F)c3)cc2OC[C@H](C)N(C)C[C@H]1C,-2.9
COc1ccc(NC(=O)N(C)C[C@H]2OCCCC[C@H](C)Oc3ccc(NC(=O)Cc4ccccc4)cc3C(=O)N([C@H](C)CO)C[C@H]2C)cc1,-0.1
C[C@H]1CN([C@@H](C)CO)C(=O)c2cccc(NC(=O)Nc3ccc(F)cc3)c2O[C@@H]1CN(C)Cc1ccccc1,-1.3
Cc1cccc(-c2ccc(C3[C@@H]4CN(C(=O)C5CCC5)C[C@H]3N4)cc2)c1 (stereo partly specified),0.5
C[C@@H]1CN([C@H](C)CO)S(=O)(=O)c2ccc(-c3ccccc3)cc2O[C@@H]1CN(C)C(=O)c1ccc2c(c1)OCO2,0.6
CN1CCN(C(=O)C[C@@H]2CC[C@H](NC(=O)c3ccc4c(c3)OCO4)[C@H](CO)O2)CC1,-0.7
CC(C)NC(=O)N(C)C[C@@H]1Oc2ccc(NC(=O)Cc3ccccc3)cc2C(=O)N([C@H](C)CO)C[C@H]1C,-1.2
C[C@H](CO)N1C[C@H](C)[C@H](CN(C)Cc2ccccc2)Oc2ccc(N(C)C)cc2C1=O,-7.6
CCC(=O)Nc1ccc2c(c1)C(=O)N(C)C[C@H](OC)[C@@H](C)CN(C(C)=O)[C@H](C)CO2,-0.5
N#C[C@H]1[C@@H](c2ccccc2C2=CCCC2)[C@H](CO)N1C(=O)C1CCOCC1,-2.3
CC(C)NC(=O)Nc1cccc2c1O[C@@H](CN(C)C(=O)Nc1ccccc1)[C@@H](C)CN([C@@H](C)CO)C2=O,-0.2
C[C@@H]1CCCCO[C@H](CN(C)C(=O)Nc2ccccc2)[C@@H](C)CN([C@@H](C)CO)C(=O)c2cc(NS(=O)(=O)c3ccccc3)ccc2O1,-1.4
C[C@H](CO)N1C[C@H](C)[C@H](CN(C)S(=O)(=O)c2ccccc2)Oc2ccc(NC(=O)C3CC3)cc2CC1=O,-2.7
C[C@@H]1CN([C@@H](C)CO)C(=O)c2cc(NC(=O)CCN3CCOCC3)ccc2O[C@H]1CN(C)C(=O)NC1CCCCC1,0.9
COc1cc(CO)cc(I)c1O[C@H]1C=C(C(=O)NCCO)C[C@@H](NCc2ccccc2F)[C@@H]1O,0.1
COc1cccc(NC(=O)N(C)C[C@H]2OCc3cnnn3CCCC(=O)N([C@@H](C)CO)C[C@@H]2C)c1,0.3
C[C@H](CO)N1C[C@H](C)[C@H](CN(C)C)Oc2ccc(NS(=O)(=O)c3ccccc3)cc2C1=O,-0.5
CC(C)NC(=O)Nc1ccc2c(c1)C(=O)N([C@@H](C)CO)C[C@@H](C)[C@H](CN(C)C(=O)Nc1ccc(F)cc1)OCCCC[C@H](C)O2,-0.3
C[C@@H]1CN([C@@H](C)CO)C(=O)c2cc(NS(=O)(=O)c3ccc(Cl)cc3)ccc2O[C@@H]1CN(C)CC1CC1,-0.4
CCC(=O)N[C@H]1C=C[C@H](CC(=O)NCc2ccccc2OC)O[C@@H]1CO,-0.1
C[C@H](O)C#Cc1ccc2c(c1)O[C@@H](CN(C)C(=O)CC1CC1)[C@H](C)CN([C@@H](C)CO)S2(=O)=O,-0.7
Fc1cccc(-c2ccc([C@@H]3[C@@H]4CN(Cc5nccs5)C[C@H]3N4)cc2)c1,0.6
C[C@H](CO)N1C[C@H](C)[C@@H](CN(C)S(=O)(=O)c2cccs2)Oc2ncc(/C=C/c3ccccc3)cc2C1=O,0.1
O=C(C[C@@H]1CC[C@H](NS(=O)(=O)c2ccccc2)[C@H](CO)O1)N1CCC(Cc2ccccc2)CC1,-0.8
CN1CCN(C(=O)C[C@H]2C[C@H]3c4cc(NC(=O)CC5CC5)ccc4O[C@H]3[C@H](CO)O2)CC1,1.2
O=S(=O)(c1ccccc1)N1[C@H](CO)[C@H]2c3ccccc3NC[C@H]21,-0.6
COc1ccc(C#Cc2ccc([C@@H]3[C@H](CO)N4CCCCN(C(=O)Nc5cccc(F)c5)C[C@@H]34)cc2)cc1,0.0
C[C@H](NC(=O)[C@@H]1[C@@H](CO)[C@@H]2Cn3c(ccc(-c4ccccc4)c3=O)[C@H]1N2C)c1ccccc1,1.5
Cc1ccc(S(=O)(=O)N(C)C[C@@H]2OCc3cn(nn3)CCCC(=O)N([C@H](C)CO)C[C@@H]2C)cc1,0.1
C[C@@H]1CN([C@H](C)CO)C(=O)c2cc(C#CCN(C)C)cnc2O[C@H]1CN(C)Cc1ccc(-c2ccccc2)cc1,0.6
CNC[C@@H]1Oc2ccc(NC(=O)NC3CCCCC3)cc2CC(=O)N([C@H](C)CO)C[C@H]1C,-0.1
CCC(=O)N[C@H]1C=C[C@H](CC(=O)NCCN2CCCCC2)O[C@H]1CO,-0.4
CC=Cc1ccc2n(c1=O)C[C@@H]1[C@@H](CO)[C@H](C(=O)NCCC)N(CCC(F)(F)F)[C@H]21 (mixture of isomers),-10.0
C[C@@H]1CN([C@H](C)CO)C(=O)c2cccc(NS(=O)(=O)c3ccc(F)cc3)c2O[C@@H]1CN(C)C(=O)Nc1ccc2c(c1)OCO2,0.3
Cc1cc(C(=O)Nc2cccc3c2O[C@@H](CN(C)C(=O)Nc2cccc4ccccc24)[C@@H](C)CN([C@H](C)CO)C3=O)n(C)n1,-0.6
C[C@H]1CN([C@@H](C)CO)C(=O)Cc2cc(NC(=O)CCC(F)(F)F)ccc2O[C@@H]1CN(C)CC1CC1,0.3
COc1ccc(S(=O)(=O)N[C@H]2CC[C@@H](CC(=O)N3CCc4ccccc4C3)O[C@H]2CO)cc1,0.2
C[C@H]1CCCCO[C@H](CN(C)Cc2ccc(C(F)(F)F)cc2)[C@@H](C)CN([C@@H](C)CO)C(=O)c2cc(NC(=O)Nc3ccc4c(c3)OCO4)ccc2O1,-6.3
COc1ccc2c3c(n(C)c2c1)[C@@H](CO)N(C(=O)Nc1ccc(F)cc1)CC31CCN(S(=O)(=O)c2cn(C)cn2)CC1,-8.0
C[C@H]1CN([C@@H](C)CO)C(=O)CCCn2nncc2CO[C@@H]1CN(C)C(=O)Nc1ccc2c(c1)OCCO2,0.9

# Only part of the results is shown; count on the stated rates, not on these rows.
